# Assay outcomes: PubChem BioAssay, Broad Institute
# Pax4 mRNA alpha TC1 = activators of Pax4 gene expression, primary screen, RT-PCR, mouse alpha TC1 cells, single point (AID 1053180) | mouse alpha TC1 cells, Pax4 mRNA qPCR, 6 days; stronger effect = higher value; 100% = Pax4 plasmid added at qPCR | 9,600 tested, 0.2% active | activation, % at 10 µM;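 active means highest normalized replicate activity of 15 or more, or at least half the replicates reach 15 or more; inactive means neither condition met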;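 further: pax4 Ct normalized to GAPDH with activation seen as lower delta delta Ct; plate controls were plate neutral control wells for no effect and Pax4 plasmid positive control for full effect; each compound tested in two replicate wells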
# YAP1 CTGF inhibition = reduction of CTGF mRNA in DLD1 cells – DLD1 colon cancer cells, RT-qPCR, single point, primary screen (AID 743449) | 9,900 tested, 0.9% active | DLD1 CTGF mRNA qPCR, 24 h; stronger effect = higher value | inhibition, % at 12.5 µM;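 active means mean normalized replicate activity at least 50 and at least half of replicates each reaching 50; inconclusive means only one of the two criteria met; inactive means neither criterion met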;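 further: 0% = neutral control wells and 100% = dasatinib control wells; higher means stronger suppression of CTGF expression like dasatinib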
# Starred values were filed as active, the others as inactive; u = inconclusive; x = no result given; & = joins results of further samples. Not all compounds are listed; count on the stated rates, not on these rows.
structure	Pax4 mRNA alpha TC1	YAP1 CTGF inhibition
COc1ccc(C#Cc2ccc([C@@H]3[C@@H](CO)N4CCCCN(C)C[C@@H]34)cc2)cc1	0.6	-52.8
COc1ccc2c3c(n(C)c2c1)[C@@H](CO)N(C(=O)Nc1ccc(F)cc1)CC31CN(C(=O)Cc2ccncc2)C1	0.0	13.4
Cc1cccc(S(=O)(=O)N2C[C@@H](O)COC[C@@H]3O[C@H](CC(=O)Nc4ccccc4)CC[C@H]32)c1	0.0	19.6
CN1CCN(C(=O)C[C@H]2CC[C@H]3[C@@H](COC[C@H](O)CN3C(=O)c3ccccc3F)O2)CC1	0.0	-3.3
O=C(C[C@@H]1C=C[C@@H](NC(=O)Nc2ccc3c(c2)OCO3)[C@@H](CO)O1)NCCCN1CCOCC1	0.0	-8.4
C[C@@H]1CCCCO[C@@H](CN(C)C(=O)c2ccncc2)[C@@H](C)CN([C@@H](C)CO)C(=O)c2cc(NC(=O)CCC(F)(F)F)ccc2O1	0.0	9.7
C[C@H]1CN([C@@H](C)CO)C(=O)c2cccc(NS(=O)(=O)c3ccc(F)cc3)c2O[C@@H]1CN(C)Cc1ccc(Cl)c(Cl)c1	0.0	-11.7
O=C(C[C@H]1CC[C@@H]2[C@H](COC[C@H](O)CN2C(=O)Nc2cccc(F)c2)O1)NCCCN1CCOCC1	0.0	4.4
CN(C)C(=O)c1cccc(-c2ccc(C3[C@@H]4CN(S(=O)(=O)c5cccc(Cl)c5)C[C@H]3N4)cc2)c1 (some centres undefined)	0.0	-23.6
CO[C@@H]1CN(C)C(=O)c2ccc(NC(C)=O)cc2OC[C@@H](C)N(Cc2cccc(F)c2)C[C@H]1C	0.0	1.6
C[C@@H]1CN([C@H](C)CO)C(=O)CCCn2nncc2CO[C@H]1CN(C)C(=O)c1ccc(N2CCN(C)CC2)cc1	0.0	12.6
C[C@@H]1CN([C@@H](C)CO)C(=O)Cc2cc(NC(=O)CCCCCC(=O)Nc3ccccc3N)ccc2O[C@@H]1CN(C)S(=O)(=O)c1cccs1	0.0	-1.8
O=C(CC1CC1)N1[C@H](CO)[C@@H]2c3ccccc3N(S(=O)(=O)c3ccccc3F)C[C@@H]21	0.0	-16.3
N#Cc1cccc(-c2ccc(C3[C@H]4CNC[C@@H]3N4Cc3cccc(-c4ccncc4)c3)cc2)c1 (some centres undefined)	0.0	-25.8
O=C(CC1CC1)N1CC(=O)N2[C@H](CO)[C@@H](c3ccc(C#Cc4cccc(F)c4)cc3)[C@H]2C1	0.0	50.5*
C[C@H](NC(=O)C[C@@H]1CC[C@@H]2[C@H](COC[C@@H](O)CN2C(=O)Nc2cccc(Cl)c2)O1)c1ccccc1	0.0	-9.8
CN1C(=O)c2cc(NC(=O)c3ccc4c(c3)OCO4)ccc2OC[C@@H]2O[C@@H](CC(=O)O)CC[C@H]21	0.0	-75.9
C[C@@H](O)C#Cc1ccc([C@H]2[C@@H](CO)N3CCCCN(C(=O)c4ccc5c(c4)OCO5)C[C@@H]23)cc1	0.0	42.8
COc1ccccc1C(=O)Nc1ccc2c(c1)C(=O)N(C)C[C@@H](OC)[C@H](C)CN(C(C)=O)[C@H](C)CO2	0.0	-0.3
COc1ccc(-c2ccccc2[C@H]2[C@@H](C#N)N(C(=O)NC(C)C)[C@H]2CO)cc1	0.0	-44.4
CC(C)(C)[S@](=O)N1Cc2cc(C(=O)NCCN3CCCC3)nc(-c3cccc(-c4ccc(C#N)cc4)c3)c2[C@@H]1CCO	0.0	29.4
O=C(C[C@@H]1CC[C@@H]2[C@H](COC[C@H](O)CN2C(=O)c2ccc(F)cc2)O1)N1CCCCC1	0.0	4.7
CO[C@@H](CN(C)Cc1nccs1)[C@@H](C)CN([C@H](C)CO)S(=O)(=O)c1ccc(F)cc1	0.0	-10.0
COc1ccc(S(=O)(=O)Nc2ccc3c(c2)C(=O)N([C@@H](C)CO)C[C@@H](C)[C@H](CN(C)Cc2ccc(C(F)(F)F)cc2)OCCCC[C@H](C)O3)cc1	0.0	-36.9
C[C@H](CO)N1C[C@H](C)[C@H](CN(C)S(=O)(=O)c2cn(C)cn2)Oc2ncc(C3=CCCCC3)cc2C1=O	0.0	-23.4
O=C(C[C@H]1CC[C@H]2[C@@H](COC[C@@H](O)CN2C(=O)c2ccncc2)O1)Nc1ccc(-c2ccccc2)cc1	0.0	9.2
COCC(=O)N1C[C@@H](C)[C@@H](OC)CN(C)C(=O)c2ccc(NC(=O)Nc3cccc(F)c3)cc2OC[C@H]1C	0.0	-37.2
COCC(=O)Nc1ccc2c(c1)[C@@H]1C[C@H](CC(=O)N[C@@H](C)c3ccccc3)O[C@H](CO)[C@@H]1O2	0.0	-30.7
CNC(=O)C[C@H]1CC[C@@H]2[C@H](COC[C@@H](O)CN2Cc2ccccc2F)O1	0.0	-1.9
CCN(C[C@H]1[C@H](c2ccccc2)[C@H](CO)N1C(=O)COC)S(C)(=O)=O	0.0	21.3
COc1ccc(CN2C[C@H](O)COC[C@@H]3O[C@@H](CC(=O)N(C)C)CC[C@H]32)cc1	0.0	20.3
CCS(=O)(=O)N(C)C[C@@H]1N[C@H](CO)[C@@H]1c1ccc(C2=CCCCC2)cc1	0.0	-16.6
C[C@@H](NC(=O)C[C@@H]1CC[C@@H]2[C@H](COc3ccc(NS(=O)(=O)c4ccc(Cl)cc4)cc3C(=O)N2C)O1)c1ccccc1	0.0	-1.3
CN1C(=O)c2cc(NC(=O)c3cscn3)ccc2OC[C@H]2O[C@H](CC(=O)NCc3ccc(Cl)c(Cl)c3)CC[C@H]21	0.0	9.0
COc1ccc2c3c(n(C)c2c1)[C@H](CO)N(CC1CCCC1)CC31CN(C(=O)Nc2ccccc2)C1	0.0	36.0
C/C=C/c1ccccc1[C@@H]1[C@@H](CO)N(C(=O)Cc2ccccn2)[C@H]1C#N	0.0	6.0
COc1ccccc1CN1CC[C@@H]2[C@H](CO)Nc3ccc(-c4cccc(C(=O)N(C)C)c4)cc3[C@@H]21	0.0	-12.0
Cc1cc(C(=O)Nc2ccc3c(c2)C(=O)N(C)[C@H]2CC[C@H](CC(=O)NCc4ccc(-c5ccccc5)cc4)O[C@H]2CO3)no1	0.2	14.3
CN(C)CC(=O)N1CC(=O)N2[C@H](C1)[C@@H](c1ccc(C#Cc3cccnc3)cc1)[C@@H]2CO	0.0	-5.4
CO[C@@H](CN(C)S(=O)(=O)c1ccc(C)cc1)[C@H](C)CN([C@H](C)CO)S(=O)(=O)c1cccc(Cl)c1	0.1	93.3*
CN(C)Cc1cn(CC[C@@H]2CC[C@H](NC(=O)Cc3cccnc3)[C@@H](CO)O2)nn1	0.0	-14.5
COCCNC(=O)[C@@H]1[C@@H](CO)[C@@H]2Cn3c(ccc(-c4ccc(F)cc4)c3=O)[C@H]1N2C(=O)NC(C)C	0.0	-14.6
C[C@@H]1CCCCO[C@H](CN(C)S(=O)(=O)c2ccccc2)[C@@H](C)CN([C@H](C)CO)C(=O)c2cc(NC(=O)Nc3ccc4c(c3)OCO4)ccc2O1	0.0	-18.3
C[C@@H]1CCCCO[C@@H](CN(C)S(=O)(=O)c2ccc(F)cc2)[C@H](C)CN([C@@H](C)CO)C(=O)c2cc(N(C)C)ccc2O1	0.0	u
CN(C)Cc1cn(CC[C@@H]2CC[C@@H](NC(=O)Cc3cccnc3)[C@H](CO)O2)nn1	0.0	-15.5
COc1ccc2c3c([nH]c2c1)[C@@H](CO)N(C(=O)c1ccc(F)cc1)CC31CCN(S(=O)(=O)c2cccs2)CC1	0.0	17.2
C[C@@H]1CN([C@@H](C)CO)C(=O)c2cc(N(C)C)ccc2O[C@@H](C)CCCCO[C@H]1CN(C)S(=O)(=O)c1cn(C)cn1	0.2	-4.7
CN(C)C(=O)C[C@H]1C[C@@H]2c3cc(NC(=O)Nc4ccc(F)cc4)ccc3O[C@@H]2[C@@H](CO)O1	0.0	-12.0
CNC[C@H]1OCc2ccccc2-c2ccccc2C(=O)N([C@@H](C)CO)C[C@H]1C	0.0	-26.4
CCNC(=O)C[C@@H]1CC[C@H]2[C@@H](COC[C@H](O)CN2C(=O)c2ccccn2)O1	0.0	11.8

# (list continues)
structure	Pax4 mRNA alpha TC1	YAP1 CTGF inhibition
C/C=C/c1ccc(C2[C@H]3CNC[C@@H]2N3S(=O)(=O)c2ccccc2C)cc1 (some centres undefined)	0.0&0.0	1.0&-0.1
O=C(C[C@H]1C[C@@H]2c3cc(NC(=O)Nc4ccccc4F)ccc3O[C@@H]2[C@H](CO)O1)NCc1ccccn1	0.0	-4.6
CC(C)NC(=O)NCC[C@@H]1CC[C@H](NS(=O)(=O)c2ccc(Oc3ccccc3)cc2)[C@@H](CO)O1	0.0	-28.3
CO[C@@H]1CN(C)C(=O)c2cc(NS(=O)(=O)c3cccc(Cl)c3)ccc2OC[C@H](C)NC[C@@H]1C	0.0	4.9
Cc1noc(C)c1NC(=O)Nc1cccc2c1O[C@H](CN(C)Cc1ccc(C(=O)Nc3ccccc3N)cc1)[C@H](C)CN([C@H](C)CO)C2=O	0.0	-52.0
Cc1noc(C)c1C(=O)N(C)C[C@H]1OCc2ccccc2-c2ccccc2C(=O)N([C@@H](C)CO)C[C@H]1C	0.0	-20.4
CN(C)C(=O)c1ccc(-c2ccc([C@@H]3[C@H]4CN(C(=O)CC5CC5)CC(=O)N4[C@H]3CO)cc2)cc1	0.0	-1.7
COc1ccc2c3c(n(C)c2c1)[C@@H](CO)N(C(=O)CC1CC1)CC31CN(Cc2ccncc2)C1	0.0	13.7
O=C1CCC(=O)N[C@H](c2ccc(F)cc2)C/C=C\C[C@@H](c2ccc(F)cc2)N1	0.0	3.7
CCc1cnc(N2[C@@H](C#N)[C@H](c3ccc(C4=CCCCC4)cc3)[C@@H]2CO)s1	0.0	-61.6
O=C(Nc1ccccc1)N1C[C@@H]2N[C@H](C1)C2c1ccc(-c2ccccc2F)cc1 (some centres undefined)	0.0&0.7	25.1&-20.3
CN1c2ccc(Br)cc2[C@@H]2[C@@H](CCN2C(=O)Nc2cccc(F)c2)[C@H]1CO	0.0	-4.1
O=C(C[C@H]1CC[C@@H]2NC[C@H](O)COC[C@H]2O1)N1CCc2ccccc2C1	0.0	-16.7
OC[C@H]1[C@@H](c2ccc(-c3cccnc3)cc2)[C@@H]2CN(Cc3ccccn3)CCCCN12	0.0	-12.3
CCC(=O)N1CC2(C1)[C@@H](c1ccc(-c3ccccc3C)cc1)[C@@H](CO)N2C(=O)CC	x	7.0
CCCNC(=O)Nc1ccc2c(c1)C(=O)N(C)C[C@H](OC)[C@H](C)CN(C)[C@H](C)CO2	0.0	-3.6
CO[C@@H]1CN(C)C(=O)c2cc(NC(=O)Cc3ccccc3)ccc2OC[C@@H](C)N(C(=O)c2ccccc2F)C[C@H]1C	0.0	9.4
CCCNC(=O)N1C[C@H](O)COC[C@@H]2O[C@H](CC(=O)OC)CC[C@H]21	0.0	-2.9
CN1C(=O)c2cc(NS(C)(=O)=O)ccc2OC[C@@H]2O[C@@H](CC(=O)NCc3ccccc3)CC[C@@H]21	0.0	-49.5
CN1C(=O)c2cc(NC(=O)c3cccc(F)c3)ccc2OC[C@H]2O[C@H](CC(=O)NCc3ccccc3Cl)CC[C@H]21	0.0	9.1

# Part of the list above in order of molecular weight, smallest number first:
structure	Pax4 mRNA alpha TC1	YAP1 CTGF inhibition
CCCNC(=O)N1C[C@H](O)COC[C@@H]2O[C@H](CC(=O)OC)CC[C@H]21	0.0	-2.9
O=C(C[C@H]1CC[C@@H]2NC[C@H](O)COC[C@H]2O1)N1CCc2ccccc2C1	0.0	-16.7
CCCNC(=O)Nc1ccc2c(c1)C(=O)N(C)C[C@H](OC)[C@H](C)CN(C)[C@H](C)CO2	0.0	-3.6
CN1C(=O)c2cc(NS(C)(=O)=O)ccc2OC[C@@H]2O[C@@H](CC(=O)NCc3ccccc3)CC[C@@H]21	0.0	-49.5

# Some values from the entries so far:
# CO[C@@H]1CN(C)C(=O)c2cc(NS(=O)(=O)c3cccc(Cl)c3)ccc2OC[C@H](C)NC[C@@H]1C in YAP1 CTGF inhibition reads 4.9
# C[C@@H]1CCCCO[C@@H](CN(C)C(=O)c2ccncc2)[C@@H](C)CN([C@@H](C)CO)C(=O)c2cc(NC(=O)CCC(F)(F)F)ccc2O1 in Pax4 mRNA alpha TC1 reads 0.0

# More entries:
structure	Pax4 mRNA alpha TC1	YAP1 CTGF inhibition
C[C@@H]1CN([C@H](C)CO)C(=O)c2cc(NS(=O)(=O)c3ccc(Cl)cc3)ccc2O[C@@H](C)CCCCO[C@@H]1CN(C)C(=O)CCCN(C)C	0.0	1.0
CCCC(=O)Nc1ccc2c(c1)C(=O)N(C)[C@H]1CC[C@@H](CC(=O)N3CCCCC3)O[C@@H]1CO2	0.0	-2.5
COc1ccc2c3c([nH]c2c1)[C@H](CO)N(Cc1ccccc1)CC31CN(C(=O)c2ccccn2)C1	0.0	-102.4
O=C(C1CCCCC1)N1CC(=O)N2[C@@H](CO)[C@@H](c3ccc(-c4ccccc4F)cc3)[C@@H]2C1	0.0	-3.5
Cc1noc(C)c1S(=O)(=O)N(C)C[C@H]1Oc2c(NC(=O)c3ccc(-c4nccs4)cc3)cccc2C(=O)N([C@H](C)CO)C[C@@H]1C	0.0	18.4
O=C(C1CCC1)N1C[C@H]2[C@@H](c3ccccc31)[C@@H](CO)N2Cc1ccccc1	0.0	7.8
CNC[C@H]1OCc2cnnn2CCCC(=O)N([C@H](C)CO)C[C@@H]1C	0.0	14.4
